Compound activity: PubChem, several laboratories
PP1 counter – blocks human PP1-alpha phosphatase, a PP5 counter-screen | AID 2235 | P62136 | purified PP1alpha, OMFP fluorescence | 0.9% of 320,000 active | inhibition, % at 6.7 µM;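 active = inhibition above the mean inhibition of all tested compounds plus 3 SD, computed separately for each screening campaign, cut at about 15% in these data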
Target sequence (P62136 whole entry, looked up): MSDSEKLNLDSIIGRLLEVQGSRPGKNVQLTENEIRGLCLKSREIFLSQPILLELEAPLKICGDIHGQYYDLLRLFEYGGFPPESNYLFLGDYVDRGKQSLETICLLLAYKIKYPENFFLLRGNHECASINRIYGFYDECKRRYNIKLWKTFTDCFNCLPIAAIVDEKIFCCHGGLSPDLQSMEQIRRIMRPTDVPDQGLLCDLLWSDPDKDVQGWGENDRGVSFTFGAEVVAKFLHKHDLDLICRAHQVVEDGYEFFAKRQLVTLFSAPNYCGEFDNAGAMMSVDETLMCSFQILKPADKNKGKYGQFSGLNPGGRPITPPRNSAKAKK
Fh CTSL1 inh – counter-screen for PFM18AAP inhibitors: inhibitors of F. hepatica cathepsin L1; inhibition, % at 5.96 µM; AID 1906; recombinant F. hepatica cathepsin L1, Z-Leu-Arg-MCA fluorescence; 0.49% of 300,000 active;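 active = inhibition above the mean of all tested compounds plus 3 SD, set per screening campaign, cut at about 17% in these data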;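 also: 0% = plate median of test compound wells and 100% = 1 µM Z-Phe-Ala-diazomethylketone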
proCasp3 act – activates human procaspase-3; 0.11% of 330,000 active; P42574; activation, % at 8.5 µM; recombinant procaspase-3 D3A, Ac-DEVD-pNA absorbance 405 nm;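 active = activation above the mean of all tested compounds plus 3 SD, cut at about 21% in these data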;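 also: 0% = DMSO alone and 100% = DMSO wells spiked with extra 5 µM PC-3 D3A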
Target sequence (P42574 whole entry D9A/D28A/D175A): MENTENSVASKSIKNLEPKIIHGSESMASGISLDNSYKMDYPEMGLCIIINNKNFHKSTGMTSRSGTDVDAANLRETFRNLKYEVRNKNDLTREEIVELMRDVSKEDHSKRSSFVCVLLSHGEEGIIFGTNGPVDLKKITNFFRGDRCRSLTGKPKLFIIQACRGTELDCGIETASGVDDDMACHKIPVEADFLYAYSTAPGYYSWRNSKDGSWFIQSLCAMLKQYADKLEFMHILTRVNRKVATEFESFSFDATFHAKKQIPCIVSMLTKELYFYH
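System: Procaspase-3 D3A mutant. Medium: Zinc-free 300 mM NaCl, 50 mM HEPES, 0.01% Triton X-100. Schedule: 1 h preincubation plus 2 h reaction at 25 °C. Measured by: 405 nm absorbance of p-nitroaniline, reads at 0 and 120 min. Read-out: percent activation relative to control range.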
core dimer inh – HCV core protein dimerization inhibition | inhibition, % at 5 µM | 0.33% of 300,000 active | TR-FRET GST/Flag-core106 dimerization, 1536-well | AID 1899;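 active = inhibition above the mean of all tested compounds plus 3 SD, set per screening campaign, cut at about 45% in these data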
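test system = GST/Flag-tagged HCV core106 proteins | probe or stimulus = Eu donor and XL665 acceptor anti-tag antibodies | times = compound-protein-antibody incubation 4 h at 22.5 °C | signal = TR-FRET, excitation 340 nm, emission 617 and 671 nm | measure = percent inhibition of core106 dimerization signal | controls = wells lacking GST-core106 and wells with excess unlabelled core106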
GRK2 aptamer HTS – blocks RNA aptamer binding to human GRK2; bead flow cytometry, FAM-aptamer displacement from GRK2; inhibition of aptamer binding, % at 10 µM; 0.59% of 330,000 active;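 active = inhibition of aptamer binding above 40%, roughly 3 SD of noise, on plates passing a quality check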;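 also: median bead fluorescence of bound FAM aptamer so fluorescent compounds give negative values; no value below 0 was filed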
PP5 inh – inhibitors of human protein phosphatase 5 (PP5) | P53041 | purified PP5c, OMFP substrate fluorescence | inhibition, % at 6.7 µM | 0.18% of 320,000 active | AID 1987;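 active = inhibition above the campaign's mean inhibition across all tested compounds plus 3 SD, cut at about 9.5% in these data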;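 also: 0% = DMSO only and 100% = 100 µM cantharidin control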
proCasp7 act – activates human procaspase-7, counter-screen for procaspase-3 activators; P55210; 0.093% of 330,000 active; activation, % at 8.5 µM; recombinant procaspase-7, Ac-DEVD-pNA absorbance 405 nm; D23A/D198A/D206A triple mutant, cannot self-cleave; scale: DMSO 0, 5 µM enzyme 100;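 active = percent activation above the screen-wide mean plus 3 SD, cut at about 25% in these data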
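Assay system: Uncleavable procaspase-7 mutant enzyme; Input: 2 µM procaspase-7 mutant as dispensed; Also added: DEVD-pNA substrate; Medium: Zinc-free HEPES pH 7.4 with 300 mM NaCl, 0.01% Triton X-100; Timing: 1 h compound preincubation, 2 h substrate cleavage, 25 °C; Measured by: Epi-absorbance of released pNA at 405 nm, two timepoints.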
VLA-4 inh – inhibition in a human VLA-4 binding assay; VLA-4 expressing cells, ligand binding flow cytometry; inhibition, % (about 7 µM as worked out from the volumes in the protocol); 0.2% of 330,000 active; in the data active = inhibition above about 50%
JMJD2C inh – blocks human GASC-1 demethylase activity; inhibition, % at 2.35 µM; AID 2099; GST-JMJD2C(1-420) H3K9me3 demethylation, DELFIA europium; Q9H3R0; 0.069% of 330,000 active;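 active = more than half of a compound's replicate wells show inhibition beyond 50%, single wells judged on their own value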;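 also: signal counts dimethyl H3K9 product captured on neutravidin plate; 0% = median of DMSO wells and 100% = 0.3 times that DMSO median; strong numbers were not always called active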
Target sequence (Q9H3R0 1-420 limits assumed): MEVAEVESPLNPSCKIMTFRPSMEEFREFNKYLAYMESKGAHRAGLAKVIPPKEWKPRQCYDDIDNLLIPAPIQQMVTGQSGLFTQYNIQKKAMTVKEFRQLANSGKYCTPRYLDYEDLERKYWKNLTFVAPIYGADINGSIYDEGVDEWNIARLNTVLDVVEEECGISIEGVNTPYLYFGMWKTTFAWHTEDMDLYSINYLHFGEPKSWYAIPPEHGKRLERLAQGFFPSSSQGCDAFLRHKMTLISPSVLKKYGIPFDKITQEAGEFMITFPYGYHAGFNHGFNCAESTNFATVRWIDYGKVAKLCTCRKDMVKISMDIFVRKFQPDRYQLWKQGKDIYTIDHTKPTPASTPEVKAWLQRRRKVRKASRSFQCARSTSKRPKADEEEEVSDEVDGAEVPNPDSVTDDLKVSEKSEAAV
The depositor's hits bear a star; i = inactive; · = no result given; & = joins results of further samples.

Values in the order – PP1 counter, Fh CTSL1 inh, proCasp3 act, core dimer inh, GRK2 aptamer HTS, PP5 inh, proCasp7 act, VLA-4 inh, JMJD2C inh
1	O=C(NCc1cccnc1)c1cccc(NC(=O)c2ccco2)c1
→ 1, 3, -1, 0, 0, 0.1, -3, 8, -4
2	CCOCCCNC(=O)c1ccc2c(=O)n(CCCOCC)c(=S)[nH]c2c1
→ 2, -1, -2, 1, 0, -0.8, 10, 10, -32
3	O=C(NCCCNC(=O)c1c(F)cccc1F)c1c(F)cccc1F
→ 14, -2, 1, -5, 0, -0.4, 0, -6, 9
4	CCOc1ccc(CC2CC(=O)NC2=O)cc1 (stereo not given)
→ -4, -3, -4, 1, 2, 2.0, 8, 19, -9
5	O=C(Nc1cccc(C(=O)NC2CC2)c1)c1ccc(Cl)c(S(=O)(=O)N2CCOCC2)c1
→ 0, ·, -1, ·, 3, 1.2, 3, 0, 7
6	Cc1ccc(-n2c(SCC(=O)Nc3ccc4c(c3)OCO4)nnc2-c2ccoc2C)cc1
→ -2, 0, 8, 2, 5, 1.8, -5, 10, 9
7	Nn1c(SCc2ccc([N+](=O)[O-])cc2)nc2ccccc2c1=O
→ -8, -2, 0, 13, 0, 2.5, -2, i, -14
8	COC(=O)C1CN(C(=O)COc2ccc(C)c(C)c2)c2ccccc2O1 (stereo not given)
→ 2, -2, -4, 3, 0, 2.3, 10, 9, -10
9	CC(=O)Nc1ccc(-c2nnn(CC(=O)c3ccc(F)cc3)n2)cc1Cl
→ -1, 0, 4, 1, 0, -0.8, 8, 0, 0
10	CCOCCCN(CCC#N)S(=O)(=O)c1ccc(S(=O)(=O)N2CCCC2)cc1
→ -3, -2, 7, 2, 2, 2.5, 4, -8, 1
11	Cc1ccccc1N1CCN(C2CCCN(C(=O)CCN3CCCCC3=O)C2)CC1 (stereo not given)
→ -7, 1, -1, -2, 3, -2.4, 1, 2, 2
12	CCCCN1CC[C@H]2C=CC[C@@H](C(=O)NCCc3ccccc3)[C@H]2C1=O
→ 0, 1, -2, -4, 3, 0.2, -2, 3, -1
13	Cc1cc(C)nc(N/N=C/c2ccccc2OCc2ccc([N+](=O)[O-])cc2)n1
→ -3, -1, 2, 12, 0, 2.9, -11, 2, -6
14	Cc1cc(C)nc(NCC(O)CNc2ccccc2C)n1 (stereo not given)
→ -6, 0, 0, -5, 0, -2.8, 7, -14, -5
15	COc1ccc(N2CCN(C(=O)C3(S(=O)(=O)c4ccc(C)cc4)CC3)CC2)cc1
→ -1, 1, 2, -2, 0, -0.8, 10, 6, -23

Next part; the last 2 above are carried over.
Values in the order – PP1 counter, Fh CTSL1 inh, proCasp3 act, core dimer inh, GRK2 aptamer HTS, PP5 inh, proCasp7 act, VLA-4 inh, JMJD2C inh
14	Cc1cc(C)nc(NCC(O)CNc2ccccc2C)n1 (stereo not given)
→ -6, 0, 0, -5, 0, -2.8, 7, -14, -5
15	COc1ccc(N2CCN(C(=O)C3(S(=O)(=O)c4ccc(C)cc4)CC3)CC2)cc1
→ -1, 1, 2, -2, 0, -0.8, 10, 6, -23
16	O=C(CSc1nc2ccccc2c(=O)[nH]1)N1CCN(c2ccccc2F)CC1
→ 0, -1, 1, -2, 6, 0.5, -4, -1, 4
17	O=C(O)CCCNC(=O)c1ccccn1
→ -2, -5, 0, -2, 0, 3.5, 4, 6, -15
18	COc1cc(OC)cc(C(=O)Nc2nc(-c3ccccc3)c(-c3ccccc3)o2)c1
→ -2, 0, -2, 15, 0, 3.7, 14, -1, 13
19	Cc1c(C(=O)NCCCN2CCOCC2)sc2nc(-c3ccc(F)cc3)cn12
→ -1, 3, -4, 2, 0, 0.6, -2, 5, 4
20	O=C(Nc1ccccc1)C1=C(N2CCOCC2)/C(=C/c2cccnc2)CC1
→ -5, 5, -1, -5, 3, -0.8, 5, -1, 1
21	COc1ccc(OC)c(CCNC(=O)c2cccc(NC(=O)C3=C(C)OCCS3)c2)c1
→ -2, 2, 1, 11, 0, 2.7, 1, 5, 3
22	COCCn1c(C)cc(C(=O)CSc2nc(C)nc3sc4c(c23)CCC4)c1C
→ -7, -7, -3, 7, 1, 0.9, 3, -1, 1
23	COc1ccc(NC(=O)CSc2ccc3c(c2)OCCO3)cc1
→ ·, ·, 4, ·, 3, ·, 9, -4, -5
24	COCCn1c(N/N=C(C)/C=C/c2ccccc2)nc2c1c(=O)[nH]c(=O)n2C
→ 0, 7, -4, -1, 0, 0.3, 4, 5, -75
25	Cc1cc(C(=O)NNC(=O)C(C)NS(=O)(=O)c2ccccc2F)c(C)o1 (stereo not given)
→ ·, ·, 4, ·, 1, ·, -1, 2, 3
26	COc1cccc(NC(=O)c2cccc(N3C(=O)C4C5C=CC(C5)C4C3=O)c2)c1 (stereo not given)
→ -2, 0, 5, -10, 1, -0.6, 0, 12, 0
27	Cc1ccccc1OCC(=O)OC(C)C(=O)NC1CCCC1 (stereo not given)
→ 0, ·, 8, ·, 6, -0.3, -9, 9, 4
28	CC(=O)Nc1ccc(S(=O)(=O)Nc2ccc(=O)n(Cc3ccc(Cl)c(Cl)c3)c2)cc1
→ -2, -2, 2, 2, 1, 2.1, -4, -4, -5
29	COC(=O)[C@H](CCSC)NC(=O)Nc1cc(OC)cc(OC)c1
→ -1, 0, 1, 2, 2, -1.2, 0, 7, 1
30	O=C(C1CC(=O)N(c2ccc(Cl)cc2)C1)N1CCOCC1 (stereo not given)
→ 7, 2, 8, -12, 3, 2.0, 2, -2, 3

The list goes on.
Values in the order – PP1 counter, Fh CTSL1 inh, proCasp3 act, core dimer inh, GRK2 aptamer HTS, PP5 inh, proCasp7 act, VLA-4 inh, JMJD2C inh
31	Nc1c2c(nc3ccccc13)CCCC2
→ 0&-2, 6&-2, 0&4, -1&-7, 0&1, 2.9&-0.3, -3&5, -8&30, -12
32	CCc1ccccc1NC(=O)CSc1nnc(-c2cc(C)[nH]n2)n1N
→ -3, -4, 1, 9, 0, -0.7, 4, 4, -17
33	COc1cccc(C(C(=O)NC(C)(C)C)N(C(=O)CCC(=O)Nc2cc(C)on2)C(C)(C)C)c1OC (stereo not given)
→ -4, -2, -11, -4, 0, -0.6, 5, -5, -2
34	COCCNC(=O)C(C)OC(=O)C1=Cc2ccccc2OC1 (stereo not given)
→ -3, 0, -1, -1, 2, 0.3, 2, 0, -4
35	COc1ccc(C(=O)C[n+]2ccc(C)cc2)cc1
→ -4, -1, -1, -1, 0, -2.8, -4, -38, -10
36	C#CCOc1ccc(/C=C2/C(=O)ON=C2C)cc1OCC
→ 5, -3, 5, -6, 3, 1.6, -7, 13, -2
37	CC(=O)Oc1cccc(/C=C2\C=C(c3ccc(C)cc3)OC2=O)c1
→ -3, -18, -7, 6, 1, -1.0, -4, 17, 3
38	O=C(CSc1ncnc2c1nnn2Cc1ccccc1F)NCC1CCCO1 (stereo not given)
→ -1, -1, 5, 4, 1, 0.8, 8, 15, -1
39	COc1ccc(/C=C/C(=O)N2CCOCC2)cc1OC
→ 0, 0, 0, 2, 0, 0.1, -2, 4, -3
40	Nc1c(C(=O)CSc2nnc(-c3ccccc3)o2)c(=O)[nH]c(=O)n1C1CC1
→ 0, ·, 1, ·, 0, 0.4, 2, -4, 6
41	CCCC1(c2ccccc2)NC(=O)NC1=O (stereo not given)
→ -4, -1, 0, -5, 0, -0.6, 6, -5, 4
42	COc1ccnc(N=CNOCc2ccc(F)cc2Cl)c1C#N
→ 0, -3, 0, -5, 0, 1.9, -1, 0, 5
43	CCOc1cccc(-c2nc3c(s2)CCc2onc(-c4cccc([N+](=O)[O-])c4)c2-3)c1
→ 3, 2, -4, -5, ·, 2.5, 6, ·, 4
44	CCc1cc(C(=O)Nc2ccc(S(=O)(=O)NC3=NCCCCC3)cc2)sc1C
→ 8, 1, -5, 42, 2, -0.4, 1, 5, -2
45	O=C(CN1C(=O)NC(CCc2ccccc2)C1=O)Nc1ccccc1C(F)(F)F (stereo not given)
→ ·, ·, -8, ·, 2, ·, 7, 5, 17

Individual results from the list:
JMJD2C inh result of no. 42 : 5
PP5 inh result of no. 41 : -0.6

Next compounds follow.
Values in the order – PP1 counter, Fh CTSL1 inh, proCasp3 act, core dimer inh, GRK2 aptamer HTS, PP5 inh, proCasp7 act, VLA-4 inh, JMJD2C inh
46	CCCc1cc(=O)oc2cc(OCC(=O)NC3CC(C)(C)NC(C)(C)C3)ccc12
→ -6, -3, 6, 5, 0, 2.7, -6, 4, -33
47	O=C(N/N=C/c1sc(N2CCCCC2)nc1-c1cccs1)C1CC1
→ 0, 1, -8, -12, 1, 2.0, -10, -19, 9
48	C=C1N(CCCCCC(=O)O)C(=O)OC12CCCCC2
→ 0, -1, 10, -1, 2, 1.8, 9, 5, -13
49	Cc1nc2ccc(S(=O)(=O)NCC(=O)NCCc3ccc(Cl)cc3)cc2s1
→ -2, -2, 0, 11, 0, 0.0, 4, 5, 1
50	O=C(COc1ccc(S(=O)(=O)N2CCCC2)cc1Cl)Nc1ccc2c(c1)OCO2
→ 0, 5, 3, 12, 1, 0.9, 6, 3, 8
51	O=C(O)CSc1nnc(-c2ccccc2O)n1Cc1ccccc1
→ -4, -2, 5, 3, 0, 0.7, 2, -5, -8
52	O=C(c1ccc(-n2cnnn2)cc1)N1CCN(C(c2ccccc2)c2ccccc2)CC1
→ 4, 3, -3, 14, 2, 1.6, -2, 4, 8
53	O=C(Nn1cnc2ccccc2c1=O)c1ccc(Br)cc1
→ 2, -14, -1, -3, 0, 2.9, 2, 15, -10
54	CS(=O)(=O)c1ccc(C(=O)OCC(=O)Nc2cccc(S(=O)(=O)N3CCCC3)c2)cc1
→ -3, -4, 0, 3, 4, 3.0, -2, 9, -8
55	O=C(O)CCN1C(=O)/C(=C\c2ccncc2)SC1=S
→ 2, 0, -8, 0, 3, 3.2, -10, 1, -4
56	CCC1S/C(=N/N=C/c2ccco2)N(c2ccc(F)cc2)C1=O (stereo not given)
→ 1, 2, -1, -7, 0, -1.9, 8, 2, -11
57	O=C(Nc1ccc(F)cc1)c1cc(S(=O)(=O)N2CCOCC2)cs1
→ 1, 0, 5, -8, 1, 3.7, 3, 2, 4
58	COc1ccc(OC)c(NC(=O)c2cnc3n(c2=O)CCS3)c1
→ 2, 3, 1, -2, 0, 1.9, 1, 1, 6
59	CC(C)Oc1ccc(C(=O)Nc2ccc(Cl)c(S(=O)(=O)Nc3ccc(Cl)cc3)c2)cc1
→ 3, -1, 3, 21, 0, 3.4, 4, -9, -13
60	O=C(Nc1c(C(=O)N2CCOCC2)oc2ccccc12)c1ccccc1Cl
→ 3, -8, -1, 3, 0, 2.4, -4, 0, -1
